# Screening data: PubChem BioAssay, several laboratories
# RmlCD inh 1536 – M. tuberculosis RmlC/RmlD inhibition; P9WH09+P9WH11; RmlC+RmlD coupled enzyme assay, percent inhibition; primary screen in compound mixtures; inhibition, % at 3.6 µM; 160,000 compounds, 0.03% hits; AID 1533; in the data active = inhibition mostly above about 34%, no sharp cut-off; inconclusive = no clear call, values can overlap the other calls; inactive = mostly below about 22%; note: some results filed as inactive read as strong as hits
# Target sequence (P9WH09 whole entry, looked up): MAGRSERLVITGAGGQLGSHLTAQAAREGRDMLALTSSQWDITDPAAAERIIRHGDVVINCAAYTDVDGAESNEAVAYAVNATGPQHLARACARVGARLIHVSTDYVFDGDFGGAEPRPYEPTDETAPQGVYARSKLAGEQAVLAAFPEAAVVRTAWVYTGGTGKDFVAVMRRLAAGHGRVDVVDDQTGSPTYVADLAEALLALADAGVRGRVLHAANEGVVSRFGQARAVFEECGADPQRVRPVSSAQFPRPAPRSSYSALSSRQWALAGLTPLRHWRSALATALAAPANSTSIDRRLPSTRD
# Target sequence (P9WH11 whole entry, looked up): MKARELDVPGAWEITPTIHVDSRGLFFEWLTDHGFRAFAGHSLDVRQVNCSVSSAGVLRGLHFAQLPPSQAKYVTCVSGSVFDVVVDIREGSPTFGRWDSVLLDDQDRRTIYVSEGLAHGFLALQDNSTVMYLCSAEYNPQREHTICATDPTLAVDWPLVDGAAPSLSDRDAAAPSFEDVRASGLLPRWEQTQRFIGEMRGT
# GlmU inhibition – inhibition of mycobacterial GlmU enzyme – biochemical, glucosamine-1-phosphate acetyltransferase (AID 1376). inhibition, %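 (tested at 30 µM in the primary screen)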, or IC50 in µM where a hit was titrated. M. tuberculosis GlmU acetyltransferase enzyme assay; higher % means a stronger effect. 220,000 compounds, 0.25% hits; in the data active = inhibition above about 13%; inconclusive = no clear call, values can overlap the other calls;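 note: 0% = complete reaction with vehicle and 100% = reaction without substrate; strong numbers were not always called active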
# * hit, by the source's call; ? = inconclusive; / = not tested or not shown. An excerpt; count on the stated rates, not on these rows.
SMILES,RmlCD inh 1536,GlmU inhibition
O=C(Nc1cc(S(=O)(=O)Nc2ccccc2Cl)ccc1O)c1cc2c(s1)CCCC2,1.7,4.9%
Cc1nc2ccc(NC(=O)COc3ccccc3)cc2s1,-4.9,5.0%
CCOC(=O)c1cnc2c(C)c(C)ccc2c1Nc1ccc(S(=O)(=O)Nc2ncccn2)cc1,-3.9,4.5%
COc1cc(C=O)ccc1OCC(=O)NC(C)(C)C,6.9,6.5%
Cc1cc(=O)[nH]c(SCC(=O)Nc2ccc(F)cc2)c1C#N,2.9,3.5%
COc1ccc2nc(Nc3ccccc3)sc2c1,/,-0.9%
O=C(c1ccccc1)c1ccc2nc(N3CCCCC3)c3nncn3c2c1,/,-3.5%
O=C(CN1CCc2ccccc21)NCc1ccccc1Cl,29.8,1.2%
CCCCc1nc(SCC(=O)Nc2cc(C)on2)n[nH]1,/,0.3%
CCN1C(=O)N[C@@H](c2cccc(F)c2)C(C(=O)OC)=C1C,/,-1.9%
O=C(NCCCN1CCOCC1)C1CC(=O)N(C2CCCCC2)C1 (stereo not given),9.8,-0.9%
CN1C(=O)N(C)C(=O)C(CCc2ccncc2)(CCc2ccncc2)C1=O,1.6,-6.2%
Cc1ncc([N+](=O)[O-])n1CCOC(=O)c1cc(Cl)cc(Cl)c1N,6.9,3.9%
CCOC(=O)c1cnc2c(c(C)nn2C)c1Oc1ccc(Cl)cc1,/,1.2%
O=C(CN1C(=O)NC2(CCCC2)C1=O)Nc1cccc(-c2nnc3n2CCCCC3)c1,3.5,-0.6%
COC(=O)c1c(NC(=O)c2cccc([N+](=O)[O-])c2)sc(C(N)=O)c1C,/,6.4%
CCCC1(C(=O)OCC)NC(c2ccc(O)cc2)C2C(=O)N(c3ccc4c(c3)OCCO4)C(=O)C21 (stereo not given),5.8,-2.5%
CCN(CC)S(=O)(=O)c1cc(C(=O)Oc2cccc(-c3cnc4ccccc4n3)c2)ccc1Br,6.0,4.3%
CCCOc1ccc([N+](=O)[O-])c(N)c1,-10.9,-0.1%
COc1cc(C#N)c(NC(=O)CN2CCC(C(N)=O)CC2)cc1OC,6.0,-2.3%
CCN(CC)c1ccc([N+](=O)[O-])cc1C(=O)O,-10.3,0.8%
CCCCCOc1ccc(NS(C)(=O)=O)cc1,5.8,/
CCOC(=O)c1ccc(NC(=O)C2CC(=O)N=C(N)S2)cc1 (stereo not given),-1.9,-8.0%
O=C(CNC(=O)c1ccc(Cl)cc1)Nc1ccc(Br)cc1C(=O)c1ccccc1,/,2.8%
O=C(O)CNC(=O)/C(=C/c1ccco1)NC(=O)/C=C/c1ccccc1,9.3,5.6%
CCCC(=O)C1=C(O)C(C(=O)OC)C(C)(C)CC1=NC (stereo not given),-3.4,-3.3%
O=C(Nc1ccc2oc(-c3ccccc3)nc2c1)c1cccnc1,0.9,3.4%
CNc1nc(N)c([N+](=O)[O-])c(NCc2ccccc2)n1,/,-6.9%
O=C(NCCCN1CCOCC1)c1cc(-c2ccc(Br)cc2)on1,-12.1,1.8%
CSc1nsc(SCc2cnc(C)nc2N)n1,/,-6.4%
Cc1ccc2c(C)c(C(=O)N(Cc3cccs3)C3CCS(=O)(=O)C3)oc2c1 (stereo not given),/,0.1%
CCOc1ccccc1-n1c(SCC(N)=O)nc2ccccc2c1=O,-16.5,-5.1%
COCCn1c(C)cc(C(=O)COC(=O)c2ccc3c(c2)NC(=O)CS3)c1C,-6.9,5.5%
Cn1c(SCC(=O)N2CCN(c3ccccc3)CC2)nnc1-c1c[nH]c2ccccc12,4.4,-0.6%
Nc1cnn(C2CCCO2)c(=O)n1 (stereo not given),7.9,6.2%
CCOc1cc(NC(=S)NCCCN(C)C)c(OCC)cc1NC(=O)C1CC1,-7.2,0.2%
Cc1cccc(C(=O)OCC(=O)Nc2ccc(N3CCCCC3)cc2)c1O,21.1,-2.0%
COC(=O)Cc1ccc2oc(-c3cccnc3)nc2c1,-13.3,3.3%
CCCn1c(-c2ccc(F)cc2)n[nH]c1=S,-3.5,5.3%
COc1ccccc1OCC(=O)OC/C(O)=C(\C#N)c1nc2ccccc2[nH]1,/,1.7%

# Two records picked at random from the list so far, as already listed:
SMILES,RmlCD inh 1536,GlmU inhibition
O=C(CN1C(=O)NC2(CCCC2)C1=O)Nc1cccc(-c2nnc3n2CCCCC3)c1,3.5,-0.6%
O=C(O)CNC(=O)/C(=C/c1ccco1)NC(=O)/C=C/c1ccccc1,9.3,5.6%

# The listing continues.
SMILES,RmlCD inh 1536,GlmU inhibition
COc1cc(OC)c(C(=O)NCC2CCCO2)cc1OC (stereo not given),4.9,6.2%
O=C(CCN1C(=O)c2ccccc2C1=O)C1=NN[C@@H]2C(=O)N(c3cccc(Cl)c3)C(=O)[C@H]12,-6.1,-2.2%
Cn1c(NC(=O)C2CCCC2)cc(=O)n(C)c1=O,5.5,-1.9%
CCOC(=O)c1sc(/N=C/N(C)C)c(C(=O)OCC)c1C,/,1.3%
Cc1ccccc1-n1c(-c2ccco2)nc2ccccc2c1=O,/,-3.5%
O=[N+]([O-])c1cc(Br)cc(/C=N/n2cnnc2)c1O,-12.1,1.3%
Cc1cnc(NC(=O)c2cc3c(s2)CCCC3)s1,/,-2.0%
O=C(Cc1ccc([N+](=O)[O-])cc1)NCc1ccc2c(c1)OCO2,-5.8,-3.2%
Cc1ccc(NC(=S)NCCC2=CCCCC2)cc1,5.0,3.9%
Cc1cc(C)c2c(c1)cc(C)c1nnc(SCC(=O)Nc3ccccc3N3CCOCC3)n12,-9.9,5.3%
N#Cc1c(NC(=O)CSc2ncccn2)oc(-c2ccccc2)c1-c1ccccc1,/,-5.8%
CCC(=O)n1nc(-c2cccnc2)nc1NCc1ccc(F)cc1,5.5,-3.9%
C[C@@H](O)C1NC(=O)[C@H](CCCCN)NC(=O)c2cc([N+](=O)[O-])cc(F)c2NCCCC[C@@H](C(N)=O)NC1=O (stereo not given in full),/,-5.5%
COc1cc(C(=O)NCc2ccc(F)cc2)cc(Cl)c1OC,/,4.0%
COc1ccc(-c2nc3cnccn3c2Nc2ccc3c(c2)OCO3)cc1,-7.3,-2.5%
Cc1ccccc1C(=O)NNC(=S)NC(=O)c1cccnc1,5.8,4.4%
O=C(O)C1C2C=CC3(O2)C1C(=O)N1c2ccccc2COC13 (stereo not given),-3.2,2.7%
CCOc1cc(C(F)(F)F)cnc1/C(N)=N/O,-9.4,-2.9%
C[C@@H]1NC(=O)c2cc([N+](=O)[O-])cc(I)c2OCC[C@@H](C(=O)NC(CC(=O)O)C(N)=O)NC(=O)[C@H](CC(N)=O)NC1=O (stereo not given in full),/,1.4%
Cc1cc(/C=C2\C(=O)NN(c3ccccc3)C2=O)c(C)n1-c1ccccc1O,-3.1,-2.2%

# Rewritten as labelled records: entries from further up.
Cc1ccccc1C(=O)NNC(=S)NC(=O)c1cccnc1
  RmlCD inh 1536: 5.8 | GlmU inhibition: 4.4%

O=C(O)C1C2C=CC3(O2)C1C(=O)N1c2ccccc2COC13 (stereo not given)
  RmlCD inh 1536: -3.2 | GlmU inhibition: 2.7%

CCOc1cc(C(F)(F)F)cnc1/C(N)=N/O
  RmlCD inh 1536: -9.4 | GlmU inhibition: -2.9%

# (more compounds)
SMILES,RmlCD inh 1536,GlmU inhibition
CC[C@H](C)[C@H](NC(N)=O)C(=O)Nc1ccc2c(c1)OCO2,11.3,-6.8%
CC(=O)c1c(C)[nH]c(C(=O)OCC(=O)Nc2ccc(Cl)cc2[N+](=O)[O-])c1C,12.9,0.1%
CN(C)c1ncnc2c1ncn2C1OC(CO)C(O)C1O (stereo not given),4.8,0.9%
COc1ccc2[nH]c(=O)c(CNc3ccccc3C)cc2c1,-4.0,-4.2%
O=C(Nc1nnc(-c2ccccc2)o1)NC1CCCCC1,-3.3,0.8%
CC1CC(=O)c2cnc(NCC3CCCO3)nc2C1 (stereo not given),-5.5,-1.1%
O=C(Nc1nnc(-c2ccc(F)cc2)o1)c1ccco1,/,-0.8%
CCOC(=O)C1=C(C)N=c2s/c(=C\c3cccn3C)c(=O)n2C1c1cccc(OC)c1OC (stereo not given),2.5,2.6%
CCc1cc2c(SCC(=O)NC3CCS(=O)(=O)C3)ncnc2s1 (stereo not given),-0.4,-3.0%
CCn1cc(-c2cc(C(=O)O)on2)c(C)n1,62.8,-5.3%
CC(=O)c1cc(C(=O)N2CCCC(CCC(=O)N(C)CCc3ccccn3)C2)cs1 (stereo not given),/,1.2%
FC(F)(F)Sc1ccc(NC(=S)NCc2ccccc2)cc1,5.5,1.1%
Cc1cc(=O)[nH]c(N/N=C/c2ccc(Cl)c([N+](=O)[O-])c2)n1,/,-3.0%
N#Cc1ccc(OCC(=O)NCCc2ccc(S(N)(=O)=O)cc2)cc1,/,-0.6%
CC(=O)NC(Cc1ccccc1C)C(=O)NC1CCN(C(=O)c2ccc(C)cc2)CC1 (stereo not given),-3.2,-0.9%
CC1=NN(c2ccccc2)C(=O)/C1=C\c1cn(C)c2ccccc12,-3.4,3.4%
COc1ccc(NC(=O)C2CCN(C(=O)c3cccs3)CC2)cc1OC,12.0,3.0%
O=C(N/N=C/c1c(Cl)nc2ccccn2c1=O)c1cccnc1,-10.1,1.6%
Cc1cccc(-n2nc3c(c2NC(=O)c2ccco2)CS(=O)C3)c1C (stereo not given),/,6.2%
CN(C)c1ccc(/C=N/NC(=O)C2COc3ccccc3O2)o1 (stereo not given),/,4.2%
COc1ccc(C)cc1NC(=S)NN1CCN(C)CC1,58.6,-2.4%
O=C(c1cccc(S(=O)(=O)N2CCOCC2)c1)N1CCCc2ccccc21,/,9.8%
O=C1CCC(=O)N1c1ccccc1-c1ccccc1,-3.4,4.1%
CC(C)C1N(S(=O)(=O)c2ccccc2)CCN1S(=O)(=O)c1ccccc1,10.8,2.4%
Cc1ccccc1N1CC(C(=O)Nc2nnc(SCC(=O)Nc3nccs3)s2)CC1=O (stereo not given),2.6,0.9%
O=C(NCc1cccc(Br)c1)C1CC(c2ccccc2C(F)(F)F)=NO1 (stereo not given),/,2.2%
COc1ccc2nc(SCC(=O)Nc3ccc(S(=O)(=O)Nc4onc(C)c4C)cc3)[nH]c2c1,/,11.3%
CCCOc1ccc(-c2nnn(CC(=O)N3CCCC(C)C3)n2)cc1 (stereo not given),7.4,-1.1%
O=C(CSc1nc2ncccc2[nH]1)NCc1ccccc1,/,-4.6%
COC(=O)C1=C(C(=O)OC)SC2(S1)C(C(=O)OC)=C(C(=O)OC)SC1=C2c2cc(C)ccc2NC1(C)C,6.9,3.9%
CS(=O)(=O)N1CCC(C(=O)Nc2cc(Cl)cc(Cl)c2)CC1,4.1,-0.9%
O=C(N/N=C/c1ccc(OCc2ccccc2)cc1)c1ccc(O)cc1,-10.2,-1.2%
c1ccc(Nc2ccnc(Nc3ccccc3)n2)cc1,?,-0.2%
CC(=O)c1cccc(NC(=O)NNC(=O)CCC(=O)Nc2ccc(C)c(C)c2)c1,1.0,1.0%
O=C(CN1C(=O)CCC1=O)NNc1ccc2ccccc2c1,9.5,-8.9%
CCCC(=O)Nc1ccc(C(=O)n2ccc(C)n2)cc1,-2.4,2.2%
Cc1ccccc1-c1noc(-c2ccc(Cl)cc2)n1,2.6,2.1%
O=S(=O)(CCc1nc2ccccc2o1)c1ccc(Cl)c(Cl)c1,18.6,7.8%
Cc1cc(C(=O)Nc2nc3ccc(Cl)cc3s2)nn1C,9.0,-3.0%
CC(=O)c1sc(NC(=O)c2ccc(Cn3cc(Br)cn3)o2)nc1C,/,-1.4%

# By substructure: the compounds so far with a CF3 group.
SMILES,RmlCD inh 1536,GlmU inhibition
CCOc1cc(C(F)(F)F)cnc1/C(N)=N/O,-9.4,-2.9%
FC(F)(F)Sc1ccc(NC(=S)NCc2ccccc2)cc1,5.5,1.1%
O=C(NCc1cccc(Br)c1)C1CC(c2ccccc2C(F)(F)F)=NO1 (stereo not given),/,2.2%

# New compounds follow.
SMILES,RmlCD inh 1536,GlmU inhibition
Cc1cc(/C=C2\C(=O)NC(=O)N(Cc3ccco3)C2=O)c(C)n1-c1ccc(O)cc1,/,0.2%
O=C1NC(Nc2nc3ccccc3s2)(C(F)(F)F)C(=O)N1C1CCCCC1 (stereo not given),-5.5,-1.1%
CN(C)/C=C1\N=C(c2ccc3c(c2)OCO3)OC1=O,/,-0.6%
O=C1c2ccccc2C(=O)N1CCc1nc(-c2ccccn2)no1,/,2.9%
O=C(O)CCCCCN=C1CCc2ccccc2N1,2.3,-0.4%
Cc1ccc2[nH]c(=O)c(CN(C)C(=O)c3cccs3)cc2c1,3.1,8.2%
Cc1cccc(NC(=O)c2ccc(-n3cccn3)c([N+](=O)[O-])c2)c1,3.5,-0.8%
CCOC(=O)N1CCN(C(=O)COC(=O)c2cc(Cl)c(O)c(Cl)c2)CC1,0.4,-2.8%
Cc1csc(NC(=O)c2cc(C)nc3ccccc23)n1,21.1,0.2%
COc1ccc(Nc2nc3c(C)cccc3cc2C#N)cc1,2.7,6.9%
COc1ccc(NC(=O)c2sc(SCc3ccccc3)nc2N)cc1,7.7,2.1%
Cn1c(O)c(C=Nc2ccc3c(c2)CCC3)c(=O)n(C)c1=O,/,1.3%
N=c1c2c3c(sc2ncn1N)CCCCC3,-0.2,-1.8%
CCC(/C=N/Nc1ccc(S(=O)(=O)N2CCCC2)cc1[N+](=O)[O-])CC,1.2,6.1%
COc1ccc(CCNC(=O)Cn2c(=O)n(CCCC(=O)NCc3ccco3)c(=O)c3sccc32)cc1OC,36.3,-9.9%
O=C1CC(SC2=NCCS2)C(=O)N1c1cccc(Cl)c1Cl (stereo not given),-10.2,-0.8%
O=C(COC(=O)C1CC2C=CC1C2)Nc1cccc(S(=O)(=O)N2CCCCCC2)c1 (stereo not given),-6.5,-1.6%
